# High-throughput results: PubChem, several laboratories
# E coli growth – bacterial growth inhibition, counter-screen for AddAB inhibitors; 330,000 tested, 0.27% active; inhibition, % at 11.9 µM; E. coli V3065 growth, OD600 absorbance, 18 h;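 active = inhibition above the campaign's mean inhibition across all tested compounds plus 3 SD, cut at about 9.9% in these data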;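 note: uninfected addAB+ strain grown without phage in ampicillin broth; 0% = DMSO wells and 100% = ciprofloxacin 0.95 µg/ml wells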
# PfHsp90 yeast 2 – inhibits growth of yeast expressing Plasmodium falciparum Hsp90 | 310,000 tested, 0.32% active | AID 504621 | S. cerevisiae expressing PfHsp90, BacTiter-Glo ATP, 48 h; yeast lacking PDR1 and PDR3 efflux regulators | inhibition, % at 9.4 µM;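 active = every replicate shows inhibition above about 80%, whatever the replicate mean, limit read from the data; inconclusive = mean inhibition reaches the set limit but some replicate falls short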;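 note: 0% = DMSO neutral controls and 100% = 20 µM radicicol positive controls; yeast relying on Plasmodium falciparum Hsp90 in place of its own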
# SUMO Mot1 rescue – inhibitors of SUMOylation pathway: yeast Mot1-301 growth rescue | S. cerevisiae Mot1-301 growth rescue, ATP luminescence, 38.5C; percent above DMSO median, 100 means doubled | growth rescue, % at 18.8 µM | 320,000 tested, 1% active | AID 2716;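 active = every valid replicate shows activation above 250% relative to neutral control wells; inactive = the rest, any valid replicate at or below 250%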;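 note: OY570 slx delta 5 strain wells were the positive control but not used for scaling; some compounds called inactive have numbers as strong as hits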
# MOR-DOR ag – agonists of human mu-delta opioid receptor heterodimerization | cells, OPRM1-OPRD1 heterodimerization, luminescence | activation, % at 9.3 µM | 340,000 tested, 0.3% active | AID 504326; in the data active = activation above about 18%;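 note: 0% = vehicle-treated cells and 100% = reference agonist; values of inactives mirror those of a sister screen read the other way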
# PKA-R2B act – activates the human PKA-R2B holoenzyme complex; PKA-R2B holoenzyme dissociation, Cy5-IP20 fluorescence polarization; R2B truncated from residue 108, S112A mutant; 0% DMSO only, 100% 113 µM cGMP; activation, % at 11.4 µM; 340,000 tested, 0.079% active; P22694+P31323; AID 504700;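 active = activation above a cutoff set at the mean over all compounds plus 3 SD, cut at about 18% in these data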;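 note: higher means more holoenzyme dissociation and a rise in polarization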
# Target sequence (P31323 whole entry, looked up, other chains not shown, the tested form may be a part): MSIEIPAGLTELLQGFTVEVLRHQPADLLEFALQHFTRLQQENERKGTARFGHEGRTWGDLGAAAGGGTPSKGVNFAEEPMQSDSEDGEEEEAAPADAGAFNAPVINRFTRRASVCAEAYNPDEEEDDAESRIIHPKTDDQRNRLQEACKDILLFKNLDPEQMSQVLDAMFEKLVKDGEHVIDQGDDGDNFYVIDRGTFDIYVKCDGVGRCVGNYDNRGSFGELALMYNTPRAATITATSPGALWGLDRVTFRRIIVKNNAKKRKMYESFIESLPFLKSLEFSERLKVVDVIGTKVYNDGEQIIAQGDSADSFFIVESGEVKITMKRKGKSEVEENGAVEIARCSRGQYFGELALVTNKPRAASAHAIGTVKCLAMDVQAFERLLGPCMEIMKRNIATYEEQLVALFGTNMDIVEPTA
# AddAB inh – less growth of phage-infected E. coli with AddAB | inhibition, % at 11.9 µM | 330,000 tested, 0.29% active | E. coli expressing H. pylori AddAB, absorbance growth; in the data active = inhibition above about 12%;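 note: 0% = vehicle wells of infected cells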
# PKA-R1A act – activators of PKA-R1A complex; 340,000 tested, 0.083% active; activation, % at 11.4 µM; PKA-R1A dissociation, Cy5-IP20 fluorescence polarization; scaled: DMSO 0%, 113 µM cGMP 100%;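 active = percent activation above the mean of all tested compounds plus 3 SD, cut at about 19% in these data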;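 note: higher means more PKAc released from R1A so a rise in polarization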
# phage Ecoli inh – E. coli growth loss with phage present. 360,000 tested, 0.26% active. inhibition, % at 11.9 µM. AID 651602. growth absorbance; in the data active = inhibition above about 11%
# HTR5A inv ctr – inverse agonist of human HTR5A in OPRM1-OPRD1 counter-screen | P47898 | HTR5A cell line, luminescence, inverse agonism | inhibition, % at 9.3 µM | 340,000 tested, 0.083% active | AID 504634; in the data active = inhibition mostly above about 23%, no sharp cut-off; inactive = mostly below about 18%;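 note: 0% = cells with DMSO and 100% = no-cell wells with DMSO; some compounds called inactive have numbers as strong as hits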
# Target sequence (P47898 whole entry, looked up): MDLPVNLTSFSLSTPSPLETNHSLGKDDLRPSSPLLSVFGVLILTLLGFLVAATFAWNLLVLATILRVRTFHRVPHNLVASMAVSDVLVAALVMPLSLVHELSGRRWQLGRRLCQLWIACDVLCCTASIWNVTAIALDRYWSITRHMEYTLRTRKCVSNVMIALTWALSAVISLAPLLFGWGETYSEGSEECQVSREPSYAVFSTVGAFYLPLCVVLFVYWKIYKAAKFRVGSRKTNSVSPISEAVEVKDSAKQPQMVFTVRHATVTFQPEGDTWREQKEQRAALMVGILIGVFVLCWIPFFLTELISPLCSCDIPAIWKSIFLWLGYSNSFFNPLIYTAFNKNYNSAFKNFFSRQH
# Tat transport – blocks Tat-dependent protein export in E. coli; E. coli MC4100 TorA-mCherry Tat export, fluorescence; inhibition, % at 10 µM; 340,000 tested, 0.036% active;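 active = mean replicate inhibition at least 50% and at least half of replicates individually reaching 50%; inconclusive = only one of the two criteria met; inactive = neither criterion met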;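 note: exported cargo escapes ClpAP degradation while cytoplasmic cargo is degraded and loses fluorescence; 0% = median of neutral control wells and 100% = median of NaSCN control wells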
# OPRM1-OPRD1 inv – inverse agonist of human OPRM1-OPRD1 heterodimerization. P35372+P41143. cell-based MOR-DOR heterodimer luminescence, inverse agonism. inhibition, % at 9.3 µM. 340,000 tested, 0.21% active. AID 504357; in the data active = inhibition above about 22%, passing the limit was not always enough;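 note: 0% = cells with DMSO and 100% = wells without cells with DMSO; values of inactives mirror those of a sister screen read the other way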
# Starred values were filed as active, the others as inactive; ? = inconclusive; . = not tested or not shown; & = joins results of further samples.
SMILES,E coli growth,PfHsp90 yeast 2,SUMO Mot1 rescue,MOR-DOR ag,PKA-R2B act,AddAB inh,PKA-R1A act,phage Ecoli inh,HTR5A inv ctr,Tat transport,OPRM1-OPRD1 inv
O=C1C(Cc2ccccc2)NC(=S)N1c1ccccc1 (stereo unspecified),-1.4,-16,-6,-0.4,3,-3.7,-2,2.6,7,-11,2
CCC[C@@H](CN1CCC[C@H]1CN1C(N)=NC[C@H]1CC(C)C)N1C[C@@H](Cc2ccccc2)N(CCCC2CCCC2)C1=N,2.7,6,.,-3.0,-4,4.2,-1,1.0,-1,12,14
COc1ccccc1N1CCN(C(=O)CC(NC(=O)c2ccccc2Cl)c2ccccc2)CC1 (stereo unspecified),.,-21,.,-0.9,-4,.,-7,3.5,-8,3,4
Cc1nonc1NC(=O)CSc1nc2c(C)cccc2cc1C#N,1.2,-14,19,3.1,-14,3.7,3,5.0,7,-6,-22
COc1ccc(CCNC(=O)C/C(C)=N/NC(=O)COc2ccc(C)cc2Br)cc1OC,-0.8,-43,904*,0.8,4,1.3,4,2.5,-4,-8,-4
CCc1c(C)c2ccc(OCC(=O)OC)cc2oc1=O,-1.2,12,9,-1.4,-1,-0.3,0,1.5,7,-9,8
CC(C)c1ccc(NC(=O)CCNC(=O)Cn2cnc3ccccc3c2=O)cc1,-3.0,5,-2,-1.1,2,3.3,-6,0.9,-6,-22,8
CC(C)Oc1ccc(C(CC(=O)N2CCOCC2)C(C)C)cc1 (stereo unspecified),-0.8,-8,-13,-2.4,-2,-0.2,-9,0.3,5,1,12
Cc1ccc(S(=O)(=O)N(CC(=O)Nc2cc(C)ccc2C)C(=O)N2CCN(C)CC2)cc1,4.7,14,0,-3.5,2,5.2,-12,3.5,5,1,17
CCCC/C(C)=N/NC(=O)C(=O)NCCc1ccccc1,-1.7,4,305,-2.3,-10,3.5,-14,3.5,10,5,10
COc1ccc2c(c1)C(CC(=O)NN)CCC2 (stereo unspecified),.,8,.,1.1,0,.,-9,2.5,-14,-6,-5
COc1cc(/C=C2/SC(=S)NC2=O)ccc1OS(=O)(=O)c1ccc(C)cc1,-2.3,-3,42,-1.2,0,-0.6,-1,.,3,-1,9
COc1ccc(C(=O)N2CCN(c3nc(C4CC4)nc4sc(C)c(C)c34)CC2)cc1,-1.8,14,12,4.6,-7,-0.5,-2,2.4,-2,-6,-38
COc1ccc(C(=O)NC2CCCCCCC2)cc1OC,0.4,0,20,-1.8,0,0.9,13,-0.1,-12,5,9
COc1ccc(CCNC(=O)Nc2ccccc2[N+](=O)[O-])cc1,-4.1,14,-6,.,.,2.3,.,3.0,.,-5,.
CC(=O)Nc1nn(C)c2nc3cc(C)ccc3cc12,2.7,3,-5,-1.2,-1,1.7,-2,1.1,6,8,5
O=C1CCCN1CC(CN1CCOCC1)Sc1nc2ccccc2c(=O)n1-c1ccccc1 (stereo unspecified),.,-3,.,-0.3,13,.,4,-9.6,-29,5,1
CC(=O)c1cn(CC(=O)Nc2ccccc2C(F)(F)F)c2ccccc12,-1.8,10,-5,-0.1,-2,0.8,-4,0.9,-9,-4,1
CCCCn1c(N)c(N(CC)C(=O)c2ccc(Cl)c(Cl)c2)c(=O)[nH]c1=O,-0.6,-4,-2,-2.5,-3,1.8,3,2.5,-6,?,13
CC1(C)CC(C(=O)Nc2nccs2)CCO1 (stereo unspecified),1.8,16,-9,-2.5,2,2.8,-11,-1.8,-1,-3,11
C/C=C(\C)C(=O)NCCN1C2=NC[C@@H](Cc3ccccc3)N2C[C@@H]1Cc1ccc(OC)cc1,-1.6,12,8,-0.8,8,1.8,3,4.0,-4,1,4
CC(=O)N1CCc2cc(S(=O)(=O)CCC(=O)NCCc3ccc(Cl)cc3)ccc21,-0.9,-24,4,-0.8,3,-0.5,9,2.1,-23,0,4
Cc1ccc(S(=O)(=O)N2CCC[C@H]2C(=O)OCC(=O)Nc2ccc3c(c2)OCO3)cc1,-0.3,16,0,2.5,3,1.5,3,-0.2,13,-2,-10
O=C(CNc1ccccc1N1CCCC1=O)Nc1cc(Cl)ccc1-n1cncn1,.,.,.,3.7,-10,.,-12,4.0,-1,1,-24
CCOC(=O)C1=C(CC)Nc2ccccc2N/C1=N\S(=O)(=O)c1ccccc1F,0.9,4,7,-2.2,-1,1.8,-7,1.6,-7,3,9
CC(=O)CSc1nnc2c3ccccc3nc(C(C)(C)C)n12,0.7,-4,900,-1.0,4,-0.2,-1,1.8,-2,-1,5
Cc1ccc(NC(=O)COC(=O)/C=C/c2c(C)nn(-c3ccc(F)cc3)c2Cl)cc1F,2.2,-17,-18,1.9,-7,2.1,-11,2.2,5,2,-10
COC(=O)CC1COc2ccccc2N1C(=O)/C=C/c1ccccc1 (stereo unspecified),-3.8,-3,-19,2.4,-3,-0.9,6,1.9,-8,-4,-11
O=C(CSc1n[nH]c(-c2cccs2)n1)N1CCN(S(=O)(=O)c2ccccc2)CC1,1.0,.,140,0.6,8,-0.5,4,0.5,-17,-15,-3
Cc1cc(C(=O)CN2CCN(CC(=O)Nc3ccc(F)cc3)CC2)c(C)n1C1CC1,-1.5,11,-23,-2.0,-5,1.4,-3,2.4,6,-6,7
Cn1nc(NC(=O)CC(C)(C)CC(=O)O)c2ccccc21,0.9,-7,61,.,.,-1.1,.,-3.2,.,-5,.
COc1ccc(Br)cc1/C=C(\C(=O)O)c1ccc(S(=O)(=O)N2CCCC2)s1,1.5,-12,16,-2.3,0,-0.2,-9,4.2,-25,9,12
Cc1ccc(C(=O)N2CCC3(CC2)NCCc2[nH]cnc23)cc1,-0.8,3,42,-2.8,1,1.0,-9,1.6,-9,-2,14
O=S(=O)(Oc1ccccc1N1CCCCC1)c1ccccc1,1.4,14,8,4.0,-4,1.4,0,1.6,9,4,-20
CCN1C(=O)/C(=C2/C=CC=CN2C)SC1=S,-1.7,-3,6,-1.0,1,-0.5,11,-0.9,3,-7,6
COc1ccc(OCc2cc(C(=O)N(C)Cc3cc(C)no3)no2)c(Cl)c1,-1.4,3,14,-1.4,-4,2.7,-2,3.5,17,-2,7
C/C(=N\NC(=O)c1nn(C)c(C)c1Br)c1ccc(NC(=O)c2ccoc2C)cc1,1.6,6,7,-2.7,0,2.1,4,3.7,-25,-5,16
COc1cccc(C(=O)OCC(=O)Nc2ccc3c(c2)OCCO3)c1,-0.5,.,17,-2.0,-1,-0.5,4,4.6,15,-1,11
CCOCCCNC(=O)C1CCN(S(=O)(=O)N2CC(C)CC(C)C2)CC1 (stereo unspecified),2.4,-7,-27,-2.6,-7,1.1,-4,0.9,3,17,15
CC(C)CCNC(=O)c1ccc(CSCc2cccc(F)c2)o1,0.0,1,54,1.8,5,0.0,-12,2.6,-13,4,-9
Cc1ccc(S(=O)(=O)N2CCN(S(=O)(=O)N(C)C)CC2)c(C)c1,0.2,7,-3,2.3,1,1.9,-5,1.6,1,-1,-14
Nn1c(Cc2cccc3ccccc23)nnc1SCc1ccccc1,-1.5,-11,7,-1.9,12,1.5,-3,3.1,7,-2,10
NC(=O)c1ccccc1[N+](=O)[O-],-2.7,-7,-13,-2.3,-1,2.2,3,2.9,-18,0,12
CC(=O)c1ccc(O)c(CSC2=NCCS2)c1,-0.8,8,-1,-2.0,-2,3.4,0,-1.8,9,0,10
Cc1ccccc1NC(=O)CSc1nnc2ccc(-c3cccnc3)nn12,-0.6,-1,-4,-1.8,-9,-0.4,2,2.6,-7,-6,10
O=C(Cn1ncc2c([nH]c3ccccc32)c1=O)NCCc1ccccc1,-1.4,-2,17,-0.3,-11,2.2,-11,3.9,-15,6,2
COC(=O)c1[nH]c(=O)c2ccccc2c1OCc1ccccc1,-0.2,.,-7,-2.0,8,2.1,-15,3.1,-7,8,12
COc1ccccc1NC(=O)c1cc(N2C(=O)C3C4CCC(C4)C3C2=O)ccc1Cl (stereo unspecified),-0.2,-18,-1,-1.0,4,2.2,-22,2.8,11,-15,5
O=C(N/N=C/c1ccc[nH]1)c1cccc([N+](=O)[O-])c1,2.2,-5,-10,0.8,-4,1.9,12,3.4,-24,-2,-6
CC(C)C(OC(=O)c1cccs1)C(=O)NCc1ccc(F)cc1 (stereo unspecified),1.6,-5,0,-1.1,0,5.1,1,3.0,-11,-2,8
O=C(COc1cc(Cl)c(Cl)cc1Cl)NCCN1CCOCC1,-0.7,22,17,-0.5,-2,0.8,-10,2.1,8,-15,3
CC(C)NC(=O)C1=NN(c2ccccc2)C(=O)CC1,-2.7,9,8,-3.4,-13,-0.1,5,0.5,-6,3,16
COc1ccc(OC)c(NC(=O)CN(C)S(=O)(=O)c2ccc3nc(C)sc3c2)c1,0.8,-43,4,-2.7,6,4.6,-12,4.3,25,3,13
Cc1cccc(C)c1Nc1nnc(SC(C)C(=O)Nc2c(C)n(C)n(-c3ccccc3)c2=O)s1 (stereo unspecified),-1.8,0,378,-3.7,-3,-1.6,1,3.2,10,-2,19
O=[N+]([O-])c1cccc(N(CC2CO2)S(=O)(=O)c2ccccc2)c1 (stereo unspecified),-0.4,15,-9,-0.1,-10,1.7,-16,5.4,-9,-12,0
CCOC(=O)C1CCCCN1Cc1ccccc1C(F)(F)F (stereo unspecified),-0.7,25,-19,-1.0,-4,0.0,5,-1.2,-30,-3,6
OCCC1CN(Cc2ccc3nonc3c2)CCN1Cc1ccsc1 (stereo unspecified),2.5,-2,11,-0.7,-7,2.2,-10,2.1,4,-6,4
Cc1ccc(C(=O)n2c(-c3ccccc3)cnc2SCC(=O)Nc2ccc(C)cc2C)cc1,-0.3,19,2,-0.7,-4,5.3,-2,2.5,14,-7,4
Oc1ccc(COCc2ccccc2)c2cccnc12,5.2,-33,-19,-3.0,-8,6.9,-9,6.4,2,1&-4,14
O=C1NN(c2ccc(Cl)c(Cl)c2)C(=O)/C1=C/c1ccc(-c2ccccc2C(=O)O)o1,.,-24,121,-2.9,-11,.,7,0.3,-9,-5,13
COc1cc(C(=O)c2ccccc2C(=O)O)c(OC)c2c1CCCC2,.,-6,.,-1.7,1,.,0,3.1,3,2,9
CC(C)(C)c1cc(N2CCOCC2)n2ncc(-c3ccc(Cl)cc3)c2n1,-0.7,-18,0,-2.9,0,-2.6,-2,-0.6,15,2,13

# 3 compounds from above, ordered by molecular weight, falling:
SMILES,E coli growth,PfHsp90 yeast 2,SUMO Mot1 rescue,MOR-DOR ag,PKA-R2B act,AddAB inh,PKA-R1A act,phage Ecoli inh,HTR5A inv ctr,Tat transport,OPRM1-OPRD1 inv
CC(C)(C)c1cc(N2CCOCC2)n2ncc(-c3ccc(Cl)cc3)c2n1,-0.7,-18,0,-2.9,0,-2.6,-2,-0.6,15,2,13
O=C(COc1cc(Cl)c(Cl)cc1Cl)NCCN1CCOCC1,-0.7,22,17,-0.5,-2,0.8,-10,2.1,8,-15,3
OCCC1CN(Cc2ccc3nonc3c2)CCN1Cc1ccsc1 (stereo unspecified),2.5,-2,11,-0.7,-7,2.2,-10,2.1,4,-6,4
